GPR55 antagonists: inhibition of LPI-stimulated GPR55 beta-arrestin translocation – imaging, U2OS, beta-arrestin-GFP, LPI agonist, primary screen (AID 2013). U2OS GPR55 beta-arrestin-GFP translocation imaging, LPI antagonism; higher % means a stronger effect. one-dose inhibition, % at 10 µM; IC50 in µM for titrated hits. 0.13% of 290,000 active;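 active = spots per cell inhibited over 60%, with over 100 cells counted and total cytoplasm intensity under 500,000; inconclusive = wells with under 100 cells, flagged as likely toxic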;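 note: U2OS cells stably carrying GPR55 and arrestin-GFP stimulated by 5 µM LPI near EC80; imaged beta-arrestin-GFP aggregate spots per cell after agonist stimulation; plate controls were LPI-stimulated DMSO wells for no effect and DMSO wells without LPI for full effect; some results filed as inactive read as strong as hits; confirmed hits need IC50 under 10 µM and bright autofluorescent wells are also inconclusive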
Large T inhibition: SV40 large T antigen inhibitors, biochemical (AID 1903); SV40 large T antigen ATPase/helicase inhibition assay; higher % means a stronger effect; inhibition, % at 20 µM, or IC50 in µM where a hit was titrated; 0.39% of 310,000 active; in the data active = a potency from the dose series; inconclusive = inhibition mostly from about 32% at the one dose, without a potency; inactive = the rest, 99 in 100 with inhibition below about 32%; note: strong numbers were not always called active
NS5 inhibitors: flavivirus cap methylation enzyme inhibition – biochemical, confirmation dose response, primary screen (AID 588689); Dengue-2 NS5 methyltransferase capping enzyme assay, biochemical; higher % means a stronger effect; inhibition, % at 25 µM; hits with a dose series show IC50 in µM; 0.3% of 340,000 active; in the data active = a potency from the dose series; inconclusive = inhibition above about 29% without an active follow-up result
MgcRacGAP inhibition: MgcRacGAP GTPase-activating activity inhibitors, confirmation, biochemical, ADP Hunter fluorescence; MgcRacGAP-stimulated Rac1 GTP hydrolysis, ADP Hunter fluorescence; higher % means a stronger effect; GST-tagged Rac1 F28L mutant substrate; AID 624330; 0.6% of 340,000 active; inhibition, % at 30 µM, or IC50 in µM where a hit was titrated;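 active = first-screen hits whose inhibition reached a set limit at any dose in the follow-up dose series; inconclusive = inhibition above the set first-screen limit but never retested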;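 note: fluorescence reports GDP produced by GAP-driven GTP hydrolysis; strong numbers were not always called active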
HIV fusion peptide: cell-free HIV fusion peptide-binding blockers – biochemical, uHTS, fluorescence dequenching, primary screen (AID 1986). cell-free peptide binding, fluorescence dequenching, 30 min; higher % means a stronger effect. inhibition, % at 20 µM, or IC50 in µM where a hit was titrated. 0.3% of 290,000 active; in the data active = inhibition mostly above about 52%, no sharp cut-off; inactive = mostly below about 76%; note: some results filed as inactive read as strong as hits
K1F lysis inhibition: protection from phage-mediated lysis, alamar blue read-out – E. coli UTI89, K1F phage, bacterial capsule biogenesis inhibitors (AID 488966); E. coli UTI89 K1F phage lysis, alamar blue, 2 h; higher % means a stronger effect; 0.02% of 340,000 active; inhibition, % at 100 µM; hits with a dose series show IC50 in µM;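 active = phage lysis inhibition, versus mean bacterial control, above a set limit; inconclusive = no clear call, values can overlap the other calls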;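 note: capsule biogenesis inhibitors block K1F phage lysis so surviving cells raise fluorescence; higher fluorescence means more inhibition of phage lysis; actives were called in the ten point dose series up to 300 µM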
GPR35 antagonists: GPR35 antagonists blocking zaprinast-driven arrestin recruitment, primary screen, imaging, U2OS, beta-arrestin-GFP, zaprinast agonist (AID 2058); one-dose inhibition, % at 10 µM; IC50 in µM for titrated hits; U2OS GPR35 beta-arrestin-GFP translocation imaging, zaprinast antagonism; higher % means a stronger effect; 0.052% of 290,000 active;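 active = inhibition of at least 50% with at least 30 cells and total cytoplasm GFP at most 10,000,000; inconclusive = under 30 cells or total GFP of 10,000,000 plus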
RSV antiviral HEp-2: RSV antiviral activity via CPE protection, HEp-2 cells, primary 10 µM value included (AID 2391); 0.13% of 310,000 active; HEp-2 cells, RSV-induced CPE inhibition; higher % means a stronger effect; CPE inhibition, % at 10 µM, or IC50 in µM where a hit was titrated; in the data active = a potency from the dose series; inconclusive = CPE inhibition mostly from about 23% at the one dose, without a potency; inactive = the rest, 99 in 100 with CPE inhibition below about 21%; note: strong numbers were not always called active
PhoP inhibition: inhibitors of PhoP regulon expression, primary screen, Salmonella Typhimurium, GFP reporter (AID 1863). S. Typhimurium PhoP-regulated promoter GFP reporter, 4 h; higher % means a stronger effect. 0.16% of 300,000 active. one-dose inhibition, % at 50 µM; IC50 in µM for titrated hits;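 active = inhibition over 29.93%, a cutoff 3 SD above the screen mean, later confirmed by dose response; inconclusive = inhibition over 29.93% but no dose response follow-up; inactive = inhibition at most 29.93% or unconfirmed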;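 note: 0% = low Mg2+ inducing control and 100% = high Mg2+ repressing control; strong numbers were not always called active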
NS5 inhibitors pilot replicate: second read-out of NS5 inhibitors, no call of its own (marks repeat the call); inhibition, %; measured here: pilot screen replicate inhibition
* hit, by the source's call; i = inactive; ? = inconclusive; / = not tested or not shown; [ ] = dose if it differs, or a comment.

SMILES	GPR55 antagonists	Large T inhibition	NS5 inhibitors	MgcRacGAP inhibition	HIV fusion peptide	K1F lysis inhibition	GPR35 antagonists	RSV antiviral HEp-2	PhoP inhibition	others
COc1ccc(N2CCN(C(=O)CCc3ccccc3OC)CC2)cc1	14%	19%	7%	21%	-0.7%	-0.1%	-1%	1.9%	-3%
Oc1ccc(C[C@@H]2CNCCN2CCCCC2CCCCC2)cc1	/	12%	7%	5%	/	-10%	/	3.3%	16%
Cc1cccn2c(=O)c3cc(C#N)c(=N)n(CCCN4CCOCC4)c3nc12	/	/	10%	17%	/	-0.3%	/	-0.5%	/
COC(=O)CCC(=O)N1CCC(CCC(=O)NCc2ccc(F)cc2)CC1	-3%	9%	4%	8%	0.7%	0.8%	-10%	1.8%	-2%
Cc1ccc(-n2ncc3c(NCc4ccccn4)ncnc32)c(C)c1	8%	16%	-3%	-2%	-1.0%	4.1%	2%	0.3%	-11%
COc1ccc2nc(-n3c(O)c(C4=c5ccccc5=NC4=O)[nH]c3=S)sc2c1	-5%	1%	-10%	7%	14%	0.4%	11%	15%	22%
O=C(CSc1nnc(-c2cccnc2)o1)Nc1cccc(F)c1	/	22%	6%	4%	/	0.8%[50 µM]	/	0.6%	4%
CCN(c1ccc(NC(=O)CSCc2c(C)noc2C)cc1)C(C)C	/	/	-7%	23%	/	0.4%[50 µM]	/	-0.2%	/
COc1ccc(C2N3CC4(C)CN2CC(C)(C3)C4O)cc1 (configuration not stated)	9%	2%	-1%	0%	1.4%	1.7%	2%	1.0%	6%
O=C(NCCc1ccc(Cl)cc1)c1cc2ccccn2n1	7%	10%	-5%	-3%	-0.4%	0.1%	-14%	4.6%	-3%
O=C(Nc1ccccc1)c1cccc(NC(=O)c2ccco2)c1	/	0%	-3%	12%	/	0.5%	/	5.3%	/
O=C(OCC(=O)N1CCN(c2ccccc2)CC1)C1=COCCO1	-2%	9%	-12%	3%	-1.2%	0.3%	-9%	1.7%	11%

The closing 7 records of the part before are carried over, then new ones follow.
SMILES	GPR55 antagonists	Large T inhibition	NS5 inhibitors	MgcRacGAP inhibition	HIV fusion peptide	K1F lysis inhibition	GPR35 antagonists	RSV antiviral HEp-2	PhoP inhibition	others
COc1ccc2nc(-n3c(O)c(C4=c5ccccc5=NC4=O)[nH]c3=S)sc2c1	-5%	1%	-10%	7%	14%	0.4%	11%	15%	22%
O=C(CSc1nnc(-c2cccnc2)o1)Nc1cccc(F)c1	/	22%	6%	4%	/	0.8%[50 µM]	/	0.6%	4%
CCN(c1ccc(NC(=O)CSCc2c(C)noc2C)cc1)C(C)C	/	/	-7%	23%	/	0.4%[50 µM]	/	-0.2%	/
COc1ccc(C2N3CC4(C)CN2CC(C)(C3)C4O)cc1 (configuration not stated)	9%	2%	-1%	0%	1.4%	1.7%	2%	1.0%	6%
O=C(NCCc1ccc(Cl)cc1)c1cc2ccccn2n1	7%	10%	-5%	-3%	-0.4%	0.1%	-14%	4.6%	-3%
O=C(Nc1ccccc1)c1cccc(NC(=O)c2ccco2)c1	/	0%	-3%	12%	/	0.5%	/	5.3%	/
O=C(OCC(=O)N1CCN(c2ccccc2)CC1)C1=COCCO1	-2%	9%	-12%	3%	-1.2%	0.3%	-9%	1.7%	11%
CCc1cccc(NC(=O)CN(c2ccc(C)cc2)S(=O)(=O)c2c(C)noc2C)c1	97%	3%	2%	8%	2.0%	0.4%	15%	?	3%
CCOC(=O)C(CC)(CCC(=O)OC)c1csc(Nc2ccccc2O)n1 (configuration not stated)	3%	7%	/	/	2.5%	-0.4%[50 µM]	15%	-0.1%	11%
O=C1C2C3C=CC(CC3)C2C(=O)N1c1ccc(Cl)cc1Cl (configuration not stated)	8%	7%	1%	9%	2.2%	0.2%	10%	0.2%	-2%	NS5 inhibitors pilot replicate=-4.0
CCOc1ccc(C(C)NC(=O)Cc2ccccc2F)cc1OCC (configuration not stated)	-5%	4%	2%	9%	-1.0%	0.2%	8%	-0.4%	5%
O=C(c1cc(-c2cccs2)nc2ccccc12)N1CCN(c2ccccc2)CC1	-7%	0%	-7%	9%	2.1%	0.3%	-10%	4.0%	2%
Cc1cccc(NC(=O)CSc2ccc(-c3ccco3)nn2)c1	-12%	12%	-8%	8%	19%	-0.1%	9%	0.7%	-11%
C=CCn1c(NCCc2ccccc2)nc2c1c(=O)n(C)c(=O)n2C	-6%	10%	-14%	14%	0.8%	-0.4%	11%	3.0%	-1%
Cc1ccc(OCc2ccc(C(=O)NCC3CCCO3)cc2)cc1 (configuration not stated)	1%	9%	3%	0%	-0.2%	-0.3%	-4%	3.4%	3%
Cc1ccc(C(C(=O)NCC2CCCO2)N(Cc2ccccc2F)C(=O)Cn2nnc(-c3cccs3)n2)cc1 (configuration not stated)	3%	0%	-1%	6%	14%	0.1%	-1%	0.3%	-3%
Nc1nnc(SCc2cccc(C(F)(F)F)c2)s1	-3%	3%	1%	11%	16%	0.2%	-1%	0.4%	11%
O=C(O)/C=C/C(=O)Nc1ccccc1-c1ccccc1NC(=O)/C=C/C(=O)O	8%	10%	-1%	2%	7.9%	1.3%[50 µM]	1%	1.4%	-11%
Cc1ccc(OCc2nnc(SCC(=O)Nc3nccs3)n2-c2ccccc2)cc1C	14%	-1%	2%	10%	2.0%	0.3%	-2%	0.5%	6%
Cn1nc(-c2ccccc2)cc1NC(=O)C1CCCCC1	1%	6%	4%	9%	0.1%	0.7%	-19%	2.1%	-12%
O=C(NCc1ccc2c(c1)OCO2)c1cc(Cl)ccc1Cl	9%	3%	-7%	1%	-1.2%	0.3%	-12%	1.2%	-1%
CCn1c(SC(C)C)nnc1C1CCN(S(=O)(=O)c2ccc(OC)cc2)CC1	7%	2%	-12%	11%	-1.8%	-0.1%	3%	7.1%	-6%
COC(=O)c1cc2n(n1)CCN(Cc1ccccc1Cl)C2=O	11%	3%	-8%	0%	-2.4%	0.3%	1%	0.2%	3%
O=C1OC(c2ccccc2)=C/C1=C/c1cccs1	3%	3%	-6%	-2%	14%	1.2%[50 µM]	14%	0.5%	-1%
Cc1[nH]n(C(N)=S)c(=O)c1N=Nc1ccccc1C(F)(F)F	8%	9%	20%	5%	7.3%	0.1%	2%	17%	/
CCN(CC)c1nc(N2CCOCC2)c(C#N)c2c1CN(C)CC2	4%	12%	5%	13%	0.4%	-0.1%	-5%	-1.0%	-11%
O=C(CNC(=O)Cc1ccccc1)NCC(=O)OCC(=O)c1ccc(F)cc1	0%	11%	-17%	-4%	-1.0%	0.7%	27%	-0.9%	-1%
COc1ccc(C(=O)c2ccc3oc(-c4ccc(OC)cc4)c(C#CCCO)c3c2)cc1	/	8%	0%	4%	/	0.5%	/	3.0%	/
Fc1ccc(-n2c(-c3cc(C4CC4)[nH]n3)n[nH]c2=S)cc1Cl	18%	19%	-8%	-4%	2.9%	-1.7%	11%	1.5%	-8%
CS(=O)(=O)N1CCc2cc(-c3csc(NC(=O)Cc4ccccc4)n3)ccc21	3%	2%	-7%	4%	-1.1%	1.8%[50 µM]	-4%	2.8%	3%
CCCN(CCC)C1CC(=O)N(Cc2ccccc2)C1=O (configuration not stated)	3%	2%	-1%	6%	-1.2%	-1.5%	-13%	-0.7%	-6%
O=C(NNC(=O)c1ccc([N+](=O)[O-])o1)c1ccccc1	-1%	4%	1%	0%	16%	0.1%	3%	12%	-6%
COc1ccc(F)cc1S(=O)(=O)NCC(=O)NCc1cc(=O)n(C)c(=O)n1C	-2%	10%	-2%	-37%	-1.0%	0.2%	9%	0.1%	1%
CCC(C)NC(=S)N(Cc1cc2cc(C)ccc2n2nnnc12)CC(C)(C)NC(C)C (configuration not stated)	2%	-14%	-10%	7%	-0.4%	0.1%	-8%	-1.1%	6%
O=C(N/N=C/c1ccc([N+](=O)[O-])s1)c1cccc(Br)c1	-3%	23%	0%	9%	24%	-0.4%	1%	6.3%	0%
CCOC(=O)c1c(NC(=O)CSc2nc3ccc(OC)cc3[nH]2)sc2c1CC(C)(C)NC2(C)C	/	18%	-1%	14%	/	0.2%[50 µM]	/	-2.0%	-3%
O=C(NCc1ccco1)NC1CCCCC1	3%	8%	/	4%	2.0%	1.7%	3%	1.4%	2%
Cn1cccc1C(=O)/C(C#N)=C/c1ccc(F)cc1	-3%	14%	-51%	5%	12%	0.0%	18%	0.1%	3%
CC(C)n1ncc2c(C(=O)N3CCN(c4ccc(F)cc4)CC3)cc(-c3ccccc3)nc21	/	/	1%	9%	/	-0.4%[50 µM]	/	2.8%	/
CCOP(=O)(c1ccc(N(C)C)cc1)C(O)c1ccc(Cl)cc1 (configuration not stated)	5%	5%	-5%	13%	-1.6%	-0.1%	-19%	3.6%	0%
Cn1nccc1C(=O)NC1CCCc2c1cnn2-c1ccc(F)cc1F (configuration not stated)	8%	13%	-2%	6%	-0.9%	1.2%	4%	0.5%	5%
CCCCN(C(=O)COC(=O)COc1c(C)cc(C)cc1C)c1c(N)n(CCC)c(=O)[nH]c1=O	/	13%	5%	4%	/	1.5%[50 µM]	/	-2.0%	-4%
CCCCNC(=O)COC(=O)c1cc(F)c(F)cc1Cl	21%	-1%	2%	7%	1.3%	i	1%	0.0%	-5%
O=C(C1CCCN(Cc2ccc([N+](=O)[O-])cc2)C1)N1CCCCC1 (configuration not stated)	7%	1%	-4%	19%	-0.5%	-0.2%	6%	1.5%	14%
Cc1noc(NS(=O)(=O)c2ccc(N/C=C/C(=O)c3ccc(F)cc3)cc2)c1C	-7%	-8%	-2%	7%	5.6%	0.3%	3%	0.1%	-1%
OC1(c2ccccc2)Cc2cccc[n+]2C1c1ccccc1 (configuration not stated)	-1%	12%	8%	7%	0.3%	0.8%	8%	0.4%	-5%
COc1ccccc1NC(=O)c1cc(-c2ccc(C)o2)nc2ccccc12	11%	7%	3%	7%	0.7%	0.2%	3%	2.8%	1%
COc1cccc(/C=C/C(=O)OCC(=O)NC(=O)NC2CCCCC2)c1	/	0%	2%	9%	/	-1.4%	/	-2.6%	4%

From PubChem
